Bioassay records deposited in PubChem by National Center for Advancing Translational Sciences (NCATS).
GAA glycogen mod: GAA glycogen-cleavage inhibition or activation. recombinant GAA, glycogen substrate, Amplex Red glucose oxidase fluorescence. Potency, µM (titrated, usually from 76.4 µM), inactives show at the top dose activity change, negative = inhibition, hits mostly inhibitors. 300,000 tested, 0.38% active. AID 2100;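 note: 0% = full enzyme reaction and -100% = no-enzyme basal signal; the screen sought inhibitors and activators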
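Recombinant enzyme (4 nM final) with compounds titrated up to 77 uM and bovine liver glycogen (30 ug) in citrate pH 5.0, 0.01% Tween-20, 37 C 40 min. Released glucose detected by Amplex Red/glucose oxidase (Ex 573/Em 610); AC50 from Hill fits.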
HTT ATP protect: protects HTT-Q103 PC12 cells, measured by ATP; 230,000 tested, 0.14% active; Potency, µM (top dose mostly 56.4 µM), without a hit: cytoprotection (ATP increase), usual class: activators; PC12 HTT-Q103 induced, cytoprotection, ATP luminescence, 40 h;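 note: % of control where 0% means no effect; nearly all actives have a fitted effect of over 45% in size; toxic huntingtin expression switched on by the ecdysone agonist tebufenozide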
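Quantitative HTS on tebufenozide-induced (100 nM) PC12 cells expressing HTTQ103 exon 1–GFP; compounds tested as a concentration series; survival measured via cellular ATP.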
aGlu spleen mod: inhibits or activates alpha-glucosidase in human spleen homogenate; 240,000 tested, 0.006% active; P10253; Potency, µM (titrated, usually from 79.9 µM), without a hit: at the highest dose activity change, negative = inhibition, hits mostly inhibitors; human spleen homogenate, 4-MU-alpha-glucoside fluorescence; AID 2112;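 note: 0% = enzyme with vehicle and -100% = no enzyme basal signal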
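Human spleen homogenate (1 ug) incubated with compounds and 1 mM 4-methylumbelliferyl-alpha-D-glucopyranoside in pH 5.0 citrate/phosphate buffer, 37 C, 40 min. Stopped at pH 10; 4-MU fluorescence (Ex 365/Em 440 nm); AC50 by Hill fit.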
Tau ThT inhib: tau fibrillization inhibition (ThT binding); P10636; recombinant tau K18 P301L, heparin-induced fibrillization, ThT fluorescence; Potency, µM (highest dose often 57.4 µM), for the others: top-dose activity, negative = inhibition, actives largely listed as inhibitors; 270,000 tested, 2.1% active; AID 1460; note: % is set by controls: 0 for no effect and ±100 for the full control effect; nearly all actives have a fitted effect of over 55% in size
Target sequence (P10636 561-689 P618L limits assumed): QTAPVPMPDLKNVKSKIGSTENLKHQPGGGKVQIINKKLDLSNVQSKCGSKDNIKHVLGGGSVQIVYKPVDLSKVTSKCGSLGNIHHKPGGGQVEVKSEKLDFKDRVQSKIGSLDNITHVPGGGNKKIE
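Heparin-induced fibrillization of the P301L-mutant K18 repeat-domain fragment of human tau was followed by ThT binding in quantitative high-throughput format.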
aGal spleen mod: inhibitors or activators of human alpha-galactosidase in spleen homogenate; human spleen homogenate, 4MU-alpha-Gal fluorescence, 40 min; Potency, µM (doses to about 80 µM), without a hit: at the top dose activity change, negative = inhibition, actives largely listed as inhibitors; 240,000 tested, 0.008% active; AID 2107; P06280;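 note: 0% = enzyme with vehicle and -100% = no enzyme basal signal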
Target sequence (P06280 32-429 limits assumed): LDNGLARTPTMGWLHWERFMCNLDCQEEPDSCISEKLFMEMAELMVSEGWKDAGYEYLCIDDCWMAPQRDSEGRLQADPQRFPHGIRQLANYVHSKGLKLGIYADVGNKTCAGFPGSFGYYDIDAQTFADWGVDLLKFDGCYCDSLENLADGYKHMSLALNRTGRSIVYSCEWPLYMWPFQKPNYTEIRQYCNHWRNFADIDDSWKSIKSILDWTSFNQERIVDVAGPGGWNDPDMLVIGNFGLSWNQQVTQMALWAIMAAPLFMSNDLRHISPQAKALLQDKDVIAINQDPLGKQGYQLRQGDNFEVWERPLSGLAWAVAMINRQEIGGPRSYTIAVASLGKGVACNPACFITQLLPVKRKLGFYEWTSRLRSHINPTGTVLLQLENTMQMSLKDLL
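Spleen homogenate 1 ug + cpd (titration) + 4-MU-alpha-D-galactopyranoside 1 mM; 37C 40 min; 50 mM citrate/phosphate pH 5.0, 0.01% Tween-20; stop pH 10; fluorescence 365/440; AC50 via Hill.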
GAA inhib: blocks human lysosomal alpha-glucosidase; Potency, µM (series often up to 76.9 µM), for inactives: top-dose activity change, negative = inhibition, most hits filed as inhibitors; AID 1466; purified human GAA, 4-MU-alpha-glucoside fluorescence; 200,000 tested, 0.005% active;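 note: plate controls were uninhibited enzyme wells for no effect and no-enzyme background for full effect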
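Enzyme (4 nM final) mixed with compound (up to 77 uM), then 4-MU-alpha-D-pyranoside (400 uM final) added; 20 min at room temperature, pH 5.0. Reaction stopped at pH 10, fluorescence read, AC50 derived by Hill fit.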
Tau fluor cs: counter-screen for tau fibril formation inhibitors; tau K18 P301L Alexa594 fluorescence, heparin fibrillization; 280,000 tested, 0.93% active; Potency, µM (highest dose often 57.7 µM), inactives show at the top dose activity change, negative = decrease; note: % is set by controls: 0 for no effect and ±100 for the full control effect; nearly all actives have a fitted effect of over 55% in size
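Human tau K18 P301L (15 uM unlabeled, 0.24 uM Alexa 594-labeled) in 100 mM sodium acetate pH 7 with 20 uM heparin, 6 hr at 37 C. ThT 30 uM added, 1 hr ambient; Alexa 594 FP and total fluorescence read at 555/632 nm.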
Tau FP inhib: inhibitors of human tau fibril formation | P10636 | K18 P301L tau heparin fibrillization, Alexa594 FP, 6 h | Potency, µM (doses to about 57.7 µM), for the others: at the top dose activity, negative = inhibition, most hits filed as inhibitors | 280,000 tested, 0.39% active | AID 1468; note: % is set by controls: 0 for no effect and ±100 for the full control effect; nearly all actives have a fitted effect of over 55% in size
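Recombinant K18 P301L […], labeled with Alexa 594 at 0.24 uM over 15 uM unlabeled; heparin inducer 20 uM final; 37 C, 6 hr; FP endpoint.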
* = called active by the depositor; ? = inconclusive; . = not tested or not shown; [ ] = another dose, or the depositor's remark. Calls come from the whole dose curve; as a rule, active = well fitted curve in the direction sought with a large enough effect; inconclusive = small, poorly fitted or top-dose-only effect, or another doubt; inactive = no such curve, though single readings can be large; an effect the other way counts as inactive or inconclusive. Potency is the fitted concentration of half-maximal effect.

| Compound | GAA glycogen mod | HTT ATP protect | aGlu spleen mod | Tau ThT inhib | aGal spleen mod | GAA inhib | Tau fluor cs | Tau FP inhib |
| --- | --- | --- | --- | --- | --- | --- | --- | --- |
| Cc1cccc(S(=O)(=O)Nc2ccc3c(c2)OCCO3)c1 | -10% | -13% | 3% | -9% | 3% | 8% | -11% | 2% |
| CCCCCCCCNC(=O)C(CCC(=O)OCc1ccccc1)NC(C)=O (stereo unspecified) | -8% | 13% | 1% | 10% | 5% | 0% | 4% | 6% |
| CCOc1ccc(Nc2nc3ccccc3n3nnnc23)cc1 | 7% | 8% | 0% | -16% | 1% | 4%[15.4 µM] | ? | 10% |
| COc1ccc(OC)c(N(CC(=O)NCc2cccnc2)S(C)(=O)=O)c1 | -5% | 3% | -5% | -7% | 2% | -8% | -10% | -1% |
| CCn1c(SCC(=O)Nc2c(C)n(C)n(-c3ccccc3)c2=O)nnc1-c1cccc(C)c1 | 3% | -5% | 4% | -3% | 1% | 1% | -1% | 0% |
| COCCn1c(SCC(=O)Nc2ccc3c(c2)OCCO3)nc2c(c1=O)SC(C)C2 (stereo unspecified) | 0% | -11%[10 µM] | 1% | 3% | -4% | 7% | 2% | 6% |
| CC1Cn2c(nnc2-c2ccc(F)cc2)S1 (stereo unspecified) | 2% | -8% | -1% | 0% | 3% | ? | 2% | -8% |
| O=C(COC(=O)c1ccccc1Oc1ccccc1)NCc1ccco1 | -11% | -3% | -6% | ? | 2% | -2% | -20% | -15% |
| Oc1ccc(C(=S)N2CCN(Cc3ccccc3)CC2)cc1 | 2% | -6%[10 µM] | -2% | -11% | 6% | . | -10% | 8% |
| COC(=O)N/N=C/C1=C[N+](=O)c2ccccc2[N+]1=O | . | -40%[inhibitor] | -1% | 5% | -6% | . | 2% | 3% |
| Cc1ccc(-c2csc3ncnc(-n4nc(C)cc4N)c23)cc1 | -8% | -25% | 3% | 1% | 6% | 11% | -4% | -3% |
| O=C1CCCC2=C1C1(CCCC1)N=C(Nc1nc3ccccc3o1)N2 | -14% | 0% | 3% | 0% | 6% | 2% | -1% | 7% |
| COc1ccc(-c2nn(-c3ccccc3)cc2C2NC(=O)NC(C)=C2C(=O)OC(C)C)cc1Cl (stereo unspecified) | -25%[76.3 µM] | . | . | -2% | . | . | -11% | -1% |
| CCC(C)(C)C1CCC(=NNc2nc3ccccc3[nH]2)CC1 (stereo unspecified) | ? | -18%[10 µM] | -5% | 16µM* | 4% | 1% | ? | ? |
| COC(=O)c1sccc1NC(=O)CC1C(=O)NCCN1C(=O)Nc1cc(Cl)ccc1OC (stereo unspecified) | -2% | 6%[10 µM] | -11% | -6% | -10% | . | -18% | -3% |
| O=C(Nc1ccc(N2CCOCC2)cc1)c1cccc(S(=O)(=O)N2CCCC2)c1 | -7% | 1% | ? | -13% | -5% | -5% | -9% | 8% |
| COc1ccc(NC(=O)c2ccc(NC(=O)CCS(=O)(=O)c3cccs3)cc2)cc1Cl | -10%[76.3 µM] | . | . | ? | . | . | ? | ? |
| CC(=O)Nc1ccc(C(=O)CSc2nnc(-c3ccc(O)cc3)n2CC2CCCO2)cc1 (stereo unspecified) | -4% | -29%[10 µM] | 4% | -11% | 0% | -12%[15.4 µM] | -8% | -11% |
| O=C(COC(=O)c1ccc(Cl)cc1O)Nc1cccnc1Cl | 10% | 6%[10 µM] | -8% | -2% | -3% | 5% | -3% | 1% |
| CS(=O)(=O)N(CC(=O)NCc1ccncc1)c1cc(Cl)ccc1Cl | 3% | 27%[10 µM] | 1% | -2% | -5% | -11% | -7% | -5% |
| O=C(Nc1ccc(F)cc1)N1CCN(c2ccc(F)cc2)CC1 | 6% | -13%[10 µM] | -4% | -17% | 1% | 3% | -12% | -3% |
| COC(=O)c1cccc(NC(=O)c2cnoc2C)c1 | 10% | 24%[10 µM] | 3% | -3% | -3% | -2% | -6% | -6% |
| Nc1c(N=Nc2cccc(Cl)c2)c(=O)[nH]n1-c1ccccc1 | 1% | -20% | 1% | ? | 5% | -2% | ? | 10% |
| Cc1csc(NC(=O)CCC(=O)c2cccs2)n1 | 3% | -21% | -12% | -9% | 5% | -5% | -13% | 4% |
| COc1cccc(/C=C/C(=O)OCC(=O)NCCc2ccccc2)c1 | -5% | -30%[inhibitor] | -1% | -8% | -1% | 3% | -7% | -4% |
| COC(=O)/C=C/C(C)=C/C=C/C(C)=C/C=C/C=C(C)/C=C/C=C(C)/C=C/C(=O)O | . | . | 0% | 13µM* | 0% | . | -23% | ? |
| O=C(CSCc1ccc(Cl)cc1)N/N=C/c1c(Cl)cccc1Cl | 11% | 14%[10 µM] | 3% | -14% | 6% | -3% | -24% | ? |
| Cc1[nH]n(-c2ccc([N+](=O)[O-])cc2)c(=O)c1C=NCCN1CCN(C(=O)c2ccccc2)CC1 | -2% | -59%[inhibitor] | -4% | ? | -1% | -5% | -14% | 11% |
| O=S1(=O)[C@H]2CC3O[C@]2(C[C@@H]3c2ccc(F)cc2)CN1Cc1ccc(Cl)cc1 | -13% | 17%[10 µM] | -7% | -6% | -3% | . | -17% | -2% |
| O=C(CN1C(=O)C2CCCCC2C1=O)N1CCN(c2ccccc2)CC1 (stereo unspecified) | -1% | . | -3% | 3% | -8% | ? | 7% | 2% |
| CN(C)CCN1CC(C(=O)O)CC1=O (stereo unspecified) | 2% | -15%[10 µM] | -4% | -7% | 8% | 5% | -8% | -7% |
| CCCC(=O)Nc1ccc(C(=O)O)cc1NC(=O)CCC | -5% | 17% | -17% | -3% | -17% | 2% | -3% | 1% |
| Cn1cccc1/C=C1\SC(=S)N(NC(=O)c2ccc(Cl)cc2)C1=O | -4% | 15%[10 µM] | 3% | ? | 10% | -4% | -23% | ? |
| Nn1c(SCc2cn3cc(Cl)ccc3n2)nnc1-c1ccncc1 | 0% | -29% | -3% | ? | 5% | 12% | -19% | -11% |
| Cc1ccc(NC(=O)C(=O)NCc2ccncc2)cc1 | 0% | ? | . | -4% | 10% | 0% | -4% | -1% |
| COc1ccc(NC(=O)CSc2nc(-c3ccc(OC)c(OC)c3)[nH]c2-c2ccc(C)cc2)cc1 | -5%[76.3 µM] | . | . | -11% | . | . | 4.5µM*[quencher] | 19% |
| Cn1c(SCc2ccccc2)nnc1C1CCCNC1 (stereo unspecified) | 7% | 11%[10 µM] | 3% | -3% | 10% | -8% | -1% | -2% |
| CCS(=O)(=O)c1ccc(O)c(NC(=O)Nc2ccccc2OC)c1 | -2% | ? | -6% | . | -6% | . | -12% | 3% |
| CC(C)(C)NC(=O)CCSc1nnc(-c2ccco2)o1 | . | -18% | -3% | -8% | -1% | -2% | -11% | -13% |
| CCn1nnc(NC(=O)c2ccc([N+](=O)[O-])o2)n1 | 1% | . | 3% | -1% | -1% | -4% | 4% | 0% |

Some of these compounds in order of their number in aGlu spleen mod, smallest number first:
| canonical_smiles | aGlu spleen mod |
| --- | --- |
| O=C(Nc1ccc(F)cc1)N1CCN(c2ccc(F)cc2)CC1 | -4% |
| Nn1c(SCc2cn3cc(Cl)ccc3n2)nnc1-c1ccncc1 | -3% |
| COC(=O)/C=C/C(C)=C/C=C/C(C)=C/C=C/C=C(C)/C=C/C=C(C)/C=C/C(=O)O | 0% |

Next section:
| Compound | GAA glycogen mod | HTT ATP protect | aGlu spleen mod | Tau ThT inhib | aGal spleen mod | GAA inhib | Tau fluor cs | Tau FP inhib |
| --- | --- | --- | --- | --- | --- | --- | --- | --- |
| CCn1cc(CNC(=O)c2cccc([N+](=O)[O-])c2)c(C)n1 | -2% | -2%[10 µM] | 1% | 4% | 2% | -3% | 3% | 1% |
| CC(=O)Nc1c(Cl)n(C(C)=O)c2ccccc12 | -4% | -3% | 0% | ? | -2% | -3% | -12% | -1% |
| COc1cccc(CC(=O)n2nc(N)c3cc4ccc(OC)cc4nc32)c1 | -1% | ? | 2% | -10% | 1% | -5% | -23% | -2% |
| CCCn1c(SCC(=O)Nc2cccc(NC(C)=O)c2)nnc1C(C)C | 10% | 2%[10 µM] | 4% | -11% | 0% | 4% | -1% | -1% |
| Cc1ccc(-c2cn(-c3ccc(Cl)cc3)c(S(=O)(=O)CC(=O)Nc3ccccc3)n2)cc1 | -9%[76.3 µM] | . | . | -11% | . | . | ? | ? |
| CCCC(=O)Nc1c(-c2cccs2)c(=O)c2ccccc2n1CC | -3% | -2% | -12% | -4% | -2% | 0% | -1% | 0% |
| CCN1CCCn2c1nc1c2c(=O)n(C)c(=O)n1C | 12% | 15%[0.074 µM] | -8% | 8% | -3% | -3% | 2% | -6% |
| COc1ccc(NC(=O)C(=O)NCCc2ccc(OC)c(OC)c2)c(OC)c1 | 11%[76.3 µM] | . | . | ? | . | . | ? | 8% |
| CCCCN1C(=O)C2NN=C(C(=O)OCC)C2C1=O (stereo unspecified) | 11% | -8% | -17% | 6% | -3% | -11% | 1% | -4% |
| C/C(=N\NC(=O)c1nc2ccccn2c1C)c1ccc2c(c1)OCO2 | 3% | 9%[10 µM] | 10% | ? | 7% | 6% | -8% | -2% |
| O=C(O)CN1C(=O)c2cccc(Oc3ccc(Cl)cc3)c2C1=O | 7% | -5% | -8% | -4% | -5% | -11% | 2% | -2% |
| CC(C)c1ccccc1NC(=O)COC(=O)c1cc(=O)[nH]c(=O)[nH]1 | 9% | ? | -6% | 1% | -3% | -5% | -3% | -10% |
| COc1ccc2[nH]c(C(=O)NCCN3CCOCC3)cc2c1 | 1% | 18%[10 µM] | 6% | ? | -10% | 3%[15.4 µM] | -18% | -3% |
| CCOc1ccc(S(=O)(=O)N2CCN(c3ccccc3)CC2)cc1C(N)=O | -7%[76.3 µM] | . | . | 4% | . | . | -2% | -1% |
| COCc1cc(C)nc(N/N=C/c2ccc(-c3ccc(Cl)cc3[N+](=O)[O-])o2)c1C#N | -18% | -23% | -13% | ? | 1% | -14% | -17% | -1% |
| Cc1ccc(NC(=O)c2ccc(COc3ccc4c(c3)CCC4)cc2)c(C)c1 | 16% | 8%[10 µM] | -1% | -10% | -2% | 1% | 6% | 1% |
